Screens as filed in PubChem.
MITF inh: MITF inhibitors, primary screen, biochemical, AlphaScreen, human. Microphthalmia-associated transcription factor (Homo sapiens), O75030. AlphaScreen MITF homodimerization, bead proximity signal. inhibition, % at 2.6 µM. 0.91% of 650,000 active. AID 1259374, 2018; in the data active means inhibition above about 50%;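 further: 0% = vehicle wells with protein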
Target sequence (O75030 whole entry, looked up): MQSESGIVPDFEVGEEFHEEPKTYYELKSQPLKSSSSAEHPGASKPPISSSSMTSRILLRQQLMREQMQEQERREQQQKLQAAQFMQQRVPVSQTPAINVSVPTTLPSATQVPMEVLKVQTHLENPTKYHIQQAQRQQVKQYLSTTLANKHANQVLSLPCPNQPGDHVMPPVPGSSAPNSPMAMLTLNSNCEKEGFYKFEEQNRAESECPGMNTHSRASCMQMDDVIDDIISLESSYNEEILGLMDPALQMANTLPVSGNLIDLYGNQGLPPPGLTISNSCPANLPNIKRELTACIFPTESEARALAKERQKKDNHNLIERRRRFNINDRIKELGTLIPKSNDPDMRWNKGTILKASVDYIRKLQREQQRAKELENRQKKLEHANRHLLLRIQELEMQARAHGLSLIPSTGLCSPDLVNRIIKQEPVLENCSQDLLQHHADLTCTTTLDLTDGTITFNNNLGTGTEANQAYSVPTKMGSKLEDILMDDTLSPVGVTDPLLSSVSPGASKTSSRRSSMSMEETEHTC
TEAD-YAP block: TEAD-YAP interaction inhibition, primary screen, TEAD-YAP interaction inhibitor project, luminescence, HEK-TIYL cells; TEAD-Gal4/YAP UAS-luciferase luminescence; inhibition, % at 9.12 µM; 1.4% of 640,000 active; AID 1259422, 2018; in the data active means inhibition above about 32%;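 further: 0% = median of test compound wells and 100% = reference inhibitor wells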
GPR151 activ: activators of human GPR151, primary screen, cell-based, PathHunter beta-arrestin, luminescence | G-protein coupled receptor 151 (Homo sapiens), Q8TDV0 | PathHunter beta-arrestin GPR151 cells | activation, % at 11.2 µM | 1% of 650,000 active | AID 1508602, 2020; in the data active means activation above about 4.9%;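 further: 0% = median of compound wells and 100% = cells with positive control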
Target sequence (Q8TDV0 whole entry, looked up): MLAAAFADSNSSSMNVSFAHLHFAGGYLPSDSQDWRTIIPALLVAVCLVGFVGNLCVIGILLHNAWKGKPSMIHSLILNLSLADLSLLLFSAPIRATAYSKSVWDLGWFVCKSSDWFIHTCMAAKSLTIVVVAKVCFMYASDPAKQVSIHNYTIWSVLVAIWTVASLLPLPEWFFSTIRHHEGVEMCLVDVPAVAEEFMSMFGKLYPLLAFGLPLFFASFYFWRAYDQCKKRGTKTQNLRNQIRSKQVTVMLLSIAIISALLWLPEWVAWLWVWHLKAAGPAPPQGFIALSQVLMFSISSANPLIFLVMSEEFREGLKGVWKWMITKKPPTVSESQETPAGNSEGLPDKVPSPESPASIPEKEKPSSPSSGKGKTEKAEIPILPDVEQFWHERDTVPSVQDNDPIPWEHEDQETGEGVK
FBW7 act: FBW7 E3 ligase activators, primary screen, biochemical, AlphaScreen, human. AlphaScreen FBW7–phospho-cyclin E peptide binding, activator screen. 0.13% of 650,000 active. normalized activity (activation), % at 26.1 µM; in the data active means normalized activity above about 1.9%;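 further: purified mutant Fbw7 with reduced substrate affinity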
Starred values were filed as active, the others as inactive.

1) CC12CCC(C(=O)Nc3ccc(Cl)cn3)(OC1=O)C2(C)C (configuration not stated)
2) COc1ccc(CN2CCNC(=O)C2CC(=O)N(C)CCc2cnn(C)c2)c(C)c1C (configuration not stated)
3) CC(=O)c1cccc(-n2nnnc2SCC(=O)OC2CCCCC2)c1
4) Cc1cc(OCC(=O)N2CCCCC2)ccc1Br
5) CC(=O)N1c2ccccc2C(N(C(=O)CN2C(=O)c3ccccc3C2=O)c2ccccc2)CC1C (configuration not stated)

Assay by compound	1	2	3	4	5
MITF inh	5.3	-1.6	-1.1	4.9	4.8
TEAD-YAP block	7.7	-11.9	-2.9	-48.8	7.6
GPR151 activ	-1.4	0.2	0.3	-1.2	-1.3
FBW7 act	0.3	0.0	0.6	0.9	0.1

6) COc1ccc(OC)c(-c2nnc(NC(=O)C(C)Sc3nncn3C)s2)c1 (configuration not stated)
7) CCc1ccc(-c2cn(-c3ccc(OC)cc3)c(=S)[nH]2)cc1
8) Cn1c(/C(C#N)=C/c2cccc(O)c2)nc2ccccc21
9) O=C(c1cccc(N2C(=O)C3CC=CCC3C2=O)c1)N1CCCCCC1 (configuration not stated)
10) Cn1c(=O)c(C=NCCSc2ncc(C(F)(F)F)cc2Cl)c(O)c2ccccc21

Assay by compound	6	7	8	9	10
MITF inh	8.9	18.8	-2.2	14.2	-5.9
TEAD-YAP block	-3.1	0.7	-11.8	-15.2	1.9
GPR151 activ	0.3	0.6	-0.3	-1.3	-0.3
FBW7 act	0.0	0.0	-0.2	0.8	0.1

11) Cc1ccc(/C=C/C(=O)Nc2nnc(C)s2)o1
12) CCCOC(=O)Oc1ccc2c(=O)c(-c3ccc(Cl)cc3)c(C(F)(F)F)oc2c1
13) O=C(CSc1ccc(Cl)cc1)Nc1ncc2c(n1)CC(c1cccs1)CC2=O (configuration not stated)
14) Cc1nn(C)c(C)c1-c1cc(C(=O)NC2CCN(Cc3ccccc3)CC2)ccn1
15) COc1ccc(OCCn2cc(C(=S)N3CCOCC3)c3ccccc32)cc1

Assay by compound	11	12	13	14	15
MITF inh	11.3	-3.5	-2.8	-4.6	2.6
TEAD-YAP block	-7.7	-19.5	1.5	-0.7	32.2*
GPR151 activ	0.2	-1.4	1.0	1.0	0.6
FBW7 act	0.0	-0.1	-0.1	0.0	-0.2

16) Cc1ccc(CN2C(=O)C(C)Sc3ccc(C#N)cc32)cc1 (configuration not stated)
17) N#CCC(=O)N(c1nccs1)C1CCCCC1
18) CC(=O)n1cc(C(=O)O)c2ccccc21
19) O=C(Nc1cccc(F)c1)c1cc(S(=O)(=O)N2CCOCC2)ccc1Cl
20) Cc1cc(C)c(C#N)c(SCCC(=O)NCCc2ccccc2)n1

Assay by compound	16	17	18	19	20
MITF inh	8.6	-0.2	7.0	3.7	-20.4
TEAD-YAP block	4.2	-0.7	3.7	4.6	-3.9
GPR151 activ	1.1	-0.8	1.4	-0.8	2.5
FBW7 act	-0.1	-0.1	1.4	0.1	0.0

21) O=C(O)c1ccc(CNC(=O)C2C3CCC(C3)C2C(=O)O)cc1 (configuration not stated)
22) COc1ccc(NC(=O)/C=C/c2ccc(Br)cc2)cc1
23) COc1ccc2c(Sc3ccccc3)c(C(=O)N3CCC(C(N)=O)CC3)[nH]c2c1
24) CSCCC(NC(=O)c1cc(C)oc1C)C(=O)O (configuration not stated)
25) O=C(NCCN1CCOC(c2ccccc2)C1)c1cccc(F)c1 (configuration not stated)

Assay by compound	21	22	23	24	25
MITF inh	-5.3	9.1	8.7	5.0	-14.1
TEAD-YAP block	-1.2	-2.0	3.8	5.4	4.5
GPR151 activ	-1.2	-0.6	0.1	-0.2	-0.5
FBW7 act	0.0	0.0	0.2	-0.1	-0.2

26) O=C(NCC(c1cccc2ccccc12)N1CCCC1)c1ccc2c(c1)OCO2 (configuration not stated)
27) O=C(Cc1ccccc1)Nc1nnc(Cc2ccc([N+](=O)[O-])cc2)s1
28) OCc1ccc(OCc2ccccc2F)c(I)c1
29) COc1cc(OC)cc(C(=O)NCCCCNC(=O)c2cc(OC)cc(OC)c2)c1
30) O=C1C2=C(Nc3ccccc3SC2c2ccccc2)c2ccccc21 (configuration not stated)

Assay by compound	26	27	28	29	30
MITF inh	8.8	4.9	-10.1	7.3	2.9
TEAD-YAP block	-6.5	-1.0	-60.2	0.7	-2.8
GPR151 activ	2.7	-0.2	-0.1	-0.2	0.6
FBW7 act	0.0	0.0	0.0	0.0	-0.4

31) N#Cc1ccc(NC(=O)Nc2cccc(Cl)c2)cc1
32) O=C(CCNS(=O)(=O)c1ccc([N+](=O)[O-])cc1)N/N=C/c1ccccc1
33) CCCNC(=O)CCC(=O)Nc1ncc(-c2ccc(C)cc2)n1C
34) O=c1c(=O)n(-c2ccccc2)ccn1Cc1cccc(F)c1
35) O=C(CCN1C(=O)c2ccccc2C1=O)Nc1ccc(NC(=O)c2ccco2)cc1

Assay by compound	31	32	33	34	35
MITF inh	-4.8	-5.3	-1.4	1.0	-1.1
TEAD-YAP block	7.7	-7.7	93.2*	-1.4	-9.4
GPR151 activ	0.4	2.2	-0.8	-1.8	1.1
FBW7 act	-0.1	0.2	0.2	0.0	-0.2

36) Cc1c2cnn(-c3ccccc3)c(=O)c2c(C)n1CCCC(=O)NCCCN1CCCCC1
37) Cc1ccc(S(=O)(=O)Nc2ccccc2C(=O)Nc2nc3ccccc3s2)cc1
38) NC(=O)C1CCN(C(=O)c2ncoc2-c2ccc3ccccc3c2)CC1
39) CC(C)C(=O)Nc1cc(-c2nc3cc(C(C)C)ccc3o2)ccc1Cl
40) Nc1nonc1-c1nc2ccccc2n1CC(=O)N/N=C/c1ccc(-c2ccccc2F)o1

Assay by compound	36	37	38	39	40
MITF inh	1.6	-6.6	3.4	-14.6	15.5
TEAD-YAP block	2.1	30.1	-10.9	44.7*	-3.0
GPR151 activ	-1.2	3.7	0.4	-0.3	0.5
FBW7 act	0.0	0.1	-0.2	0.1	0.1

Copied from the list:
MITF inh result of entry 14 → -4.6
GPR151 activ result of entry 9 → -1.3

(continued)
41) CCOc1ccc(C(=O)NCCSc2c[nH]c3ccccc23)cc1OCC
42) CC(C)C[C@@H]1NC(=O)[C@H]2CN(Cc3cccc(Cl)c3)CCN2C1=O
43) O=C(CN1C(=O)CSc2ncccc21)N1CCN(C2CCCCC2)CC1
44) CS(=O)(=O)N(CC(=O)N1CCCC1)c1ccc2c(c1)OCCO2
45) COCCN1C(=O)C2C(C(=O)Nc3cccc(Cl)c3)C3C=CC2(O3)C1C(=O)NC1CCCC(C)C1C (configuration not stated)

Assay by compound	41	42	43	44	45
MITF inh	-10.0	-4.9	6.9	6.3	5.6
TEAD-YAP block	-3.5	4.2	0.3	9.2	5.5
GPR151 activ	-0.1	-0.3	3.0	9.5*	1.0
FBW7 act	0.0	-0.2	0.1	0.0	0.2

46) Cc1oc(/N=C/c2c(O)ccc3ccccc23)c(C#N)c1C
47) COC(=O)C1=C(C(=O)OC)SC(=C2C(=S)C(C)(C)Nc3cc(C)c(C)cc32)S1
48) O=C(CCN1N=C(c2ccccc2)CCC1=O)NC1CC1
49) CCOC(=O)Cn1c(=O)oc2cc(S(=O)(=O)N(C)Cc3ccccc3)ccc21
50) CCOc1ccccc1/C=C1\N=C(c2cc(Br)ccc2OC)OC1=O

Assay by compound	46	47	48	49	50
MITF inh	11.3	42.5	4.2	-13.0	-6.7
TEAD-YAP block	-1.9	1.1	-2.0	-3.5	13.3
GPR151 activ	0.6	-0.7	0.9	-0.2	-1.5
FBW7 act	0.6	-0.6	0.0	-0.1	0.0

5 compounds drawn at random from those above:
28) OCc1ccc(OCc2ccccc2F)c(I)c1
4) Cc1cc(OCC(=O)N2CCCCC2)ccc1Br
18) CC(=O)n1cc(C(=O)O)c2ccccc21
46) Cc1oc(/N=C/c2c(O)ccc3ccccc23)c(C#N)c1C
12) CCCOC(=O)Oc1ccc2c(=O)c(-c3ccc(Cl)cc3)c(C(F)(F)F)oc2c1

Assay by compound	28	4	18	46	12
MITF inh	-10.1	4.9	7.0	11.3	-3.5
TEAD-YAP block	-60.2	-48.8	3.7	-1.9	-19.5
GPR151 activ	-0.1	-1.2	1.4	0.6	-1.4
FBW7 act	0.0	0.9	1.4	0.6	-0.1

3 entries out of the list, ordered by molecular weight, falling.
45) COCCN1C(=O)C2C(C(=O)Nc3cccc(Cl)c3)C3C=CC2(O3)C1C(=O)NC1CCCC(C)C1C (configuration not stated)
49) CCOC(=O)Cn1c(=O)oc2cc(S(=O)(=O)N(C)Cc3ccccc3)ccc21
48) O=C(CCN1N=C(c2ccccc2)CCC1=O)NC1CC1

Assay by compound	45	49	48
MITF inh	5.6	-13.0	4.2
TEAD-YAP block	5.5	-3.5	-2.0
GPR151 activ	1.0	-0.2	0.9
FBW7 act	0.2	-0.1	0.0

Following part.
51) COCCCNC(=O)c1sc2nc(C)nc(N3CCN(C)CC3)c2c1C
52) CCCC(=O)Nc1ccc(C(=O)N/N=C/c2cccc(OC)c2O)cc1
53) O=C(Nc1ccc(OCc2ccccc2)cc1)c1cccc(N2C(=O)c3ccccc3C2=O)c1
54) CC(=O)N1CCCc2cc(S(=O)(=O)N3CCCC(C)C3)ccc21 (configuration not stated)
55) CCOC(=O)c1cc(C)sc1NC(=S)Nc1ccccc1

Assay by compound	51	52	53	54	55
MITF inh	7.9	30.0	5.4	-5.3	1.9
TEAD-YAP block	8.6	5.0	-16.6	-7.9	-3.6
GPR151 activ	0.5	-0.4	-0.4	0.5	-0.5
FBW7 act	0.0	-0.2	0.0	0.1	0.0

56) O=C(C1CC1c1ccccc1)N1CCCCCC1 (configuration not stated)
57) CCCCN=C(C(=O)NC1CCCCC1)c1ccccc1NC(C)=O
58) CN1CCN(C(=O)c2ccc(NCc3ccccc3Cl)c(S(=O)(=O)Nc3cccc(C(F)(F)F)c3)c2)CC1
59) Cc1nc(SCC(=O)N2CCOCC2)c2c(C)c(C)sc2n1
60) O=c1cnnc(N/N=C/c2cccs2)[nH]1

Assay by compound	56	57	58	59	60
MITF inh	7.7	11.1	24.8	1.1	19.3
TEAD-YAP block	-17.9	-0.5	10.0	4.8	2.6
GPR151 activ	0.8	0.2	-1.0	1.3	0.6
FBW7 act	0.0	0.1	0.2	-0.1	-0.5

61) COc1ccc(C(=O)C(C)OC(=O)c2cc(=O)[nH]c3ccccc23)cc1 (configuration not stated)
62) CC1=NC(C)(C)C(C)c2c1ccc1ccccc21 (configuration not stated)
63) CCOc1ccc(OCC)c(NC(=O)CCc2c(C)nc3c4cccnc4nn3c2C)c1
64) Cc1c2c(nc3c(C(=O)NCc4ccccc4)cnn13)CCCC2
65) Cc1ccc(S(=O)(=O)NCCC(=O)OCC(=O)NC(=O)NC2CCCC2)cc1C

Assay by compound	61	62	63	64	65
MITF inh	1.6	5.1	1.5	4.7	1.2
TEAD-YAP block	3.5	4.3	3.3	-20.0	-13.1
GPR151 activ	-0.1	-0.2	0.2	0.2	2.4
FBW7 act	0.0	0.0	-0.1	0.8	0.1

66) CCOC(=O)C1CCN(c2ncnc3scc(-c4ccccc4)c23)CC1
67) O=C1CCCN2N=C(SCC(=O)N3N=C(c4ccc(Br)cc4)CC3c3ccc(F)cc3)SC2=N1 (configuration not stated)
68) COc1ccc(-c2noc(N(C)CC(=O)N3CCN(c4ccccc4OC)CC3)n2)cc1
69) N#Cc1cc2c(=O)n3ccccc3nc2n(Cc2ccccc2Cl)c1=O
70) CC(Sc1nc(-c2ccccc2)cc(C(F)(F)F)n1)C(N)=O (configuration not stated)

Assay by compound	66	67	68	69	70
MITF inh	-7.2	12.9	2.2	-1.9	54.0*
TEAD-YAP block	-4.2	2.8	-5.6	5.8	13.3
GPR151 activ	3.1	1.1	6.5*	0.5	0.8
FBW7 act	0.1	0.5	-0.1	-0.1	1.4

71) Cc1ccc(N2C(=O)CC(NCCc3c[nH]c4ccccc34)C2=O)cc1 (configuration not stated)
72) O=C(CC12CC3CC(CC(C3)C1)C2)NCc1ccc(F)cc1
73) O=C(c1c(Cl)cccc1Cl)N1CCN(c2ccc([N+](=O)[O-])cc2)CC1
74) FC(F)C(F)(F)C1=CC(c2ccccc2)=NCCN1
75) Cn1cc(C(CC(=O)O)C(=O)O)c2ccccc21 (configuration not stated)

Assay by compound	71	72	73	74	75
MITF inh	-10.0	26.8	8.2	-12.5	2.4
TEAD-YAP block	3.2	-4.9	8.8	-2.3	-3.8
GPR151 activ	0.5	-1.1	0.1	-0.8	0.1
FBW7 act	0.0	0.6	0.0	-0.1	0.1

76) CCc1ccc(NC(=S)N(CCCN2CCN(CC)CC2)Cc2ccco2)cc1
77) CC(=O)c1c(C)oc2ccc(N(C(=O)c3ccccc3)S(=O)(=O)c3ccc(C)cc3)cc12
78) O=c1c2sc(=S)n(Cc3ccco3)c2nc(SCc2csc3ccc(Cl)cc23)n1-c1ccccc1
79) Cc1ccc(-n2c(SCc3ccc(C(C)(C)C)cc3)nc3ccsc3c2=O)cc1C
80) COc1cccc(-c2cn[nH]c2C2CCN(C(=O)c3occc3C)CC2)c1

Assay by compound	76	77	78	79	80
MITF inh	-4.2	0.9	-4.0	2.1	6.4
TEAD-YAP block	-20.4	-8.7	-2.1	11.4	-4.8
GPR151 activ	0.8	4.0	-1.4	-0.3	-0.3
FBW7 act	-0.9	-0.2	0.0	0.2	0.4
